# From PubChem BioAssay
# CRFBP-R2 agonist: agonists of human CRF-binding protein/CRF-R2 receptor complex | HEK293 CRF-R2/CRF-BP, calcium dye fluorescence (FLIPR); percent of saturating CRF peptide response | activation, % at 13.2 µM | 350,000 tested, 0.46% active;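 active = activation of at least 50%, plus an integration ratio under a set limit after plate pattern correction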;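 note: plate controls were neutral control wells without compound for no effect and CRF at EC100 for full effect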
# CRFBP-R2 block: blocks CRF-induced signaling of the CRF-BP/CRF-R2 complex. 350,000 tested, 0.59% active. HEK293 CRF-R2/CRF-BP, CRF-induced calcium fluorescence. inhibition, % at 11.8 µM;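 active = inhibition of the ligand-induced calcium signal above about 50% at the single tested concentration, limit read from the data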
# CHRM5 antagonist: CHRM5 antagonism in calcium assay | CHO-hM5 cells, Fluo-8 calcium fluorescence, ACh EC80 | inhibition, % at 3 µM | 360,000 tested, 0.59% active;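 active = inhibition above a per-plate cutoff, the mean of that plate's test compounds plus 3 SD, cut at about 27% in these data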;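 note: 0% = acetylcholine EC80 with DMSO and 100% = DMSO without agonist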
# Target sequence (P08912 whole entry, looked up): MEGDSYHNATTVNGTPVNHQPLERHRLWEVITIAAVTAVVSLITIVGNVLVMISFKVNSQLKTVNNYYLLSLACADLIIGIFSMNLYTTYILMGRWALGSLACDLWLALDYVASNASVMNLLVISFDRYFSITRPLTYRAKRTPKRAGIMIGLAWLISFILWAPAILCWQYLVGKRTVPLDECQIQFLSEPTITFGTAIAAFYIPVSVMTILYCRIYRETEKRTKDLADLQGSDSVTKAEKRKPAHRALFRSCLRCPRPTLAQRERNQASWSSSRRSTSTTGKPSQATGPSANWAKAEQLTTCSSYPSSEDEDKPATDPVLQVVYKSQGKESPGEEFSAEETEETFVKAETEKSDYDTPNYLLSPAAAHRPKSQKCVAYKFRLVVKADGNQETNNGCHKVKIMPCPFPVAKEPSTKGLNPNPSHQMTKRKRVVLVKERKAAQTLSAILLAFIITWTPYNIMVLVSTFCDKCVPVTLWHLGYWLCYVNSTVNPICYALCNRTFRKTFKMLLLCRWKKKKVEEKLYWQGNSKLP
# M1 PAM: potentiates human M1 receptor response to acetylcholine; 360,000 tested, 0.088% active; CHO-K1 hM1, Fluo-8 calcium fluorescence, ACh EC20; 0% = ACh EC20, 100% = maximal ACh; P11229; activation, % at 3 µM; in the data active = activation above about 19%, passing the limit was not always enough
# CHRM4 antagonist: blocks acetylcholine activation of human M4 receptor; P08173; CHO-hM4 cells, ACh EC80, Fluo-8 calcium fluorescence; inhibition, % at 3 µM; 360,000 tested, 0.73% active; AID 624125;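 active = inhibition above its plate's cutoff, the mean inhibition of sample wells plus 3 SD, cut at about 27% in these data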;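 note: 0% = acetylcholine EC80 with DMSO and 100% = DMSO without agonist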
# Target sequence (P08173 whole entry, looked up): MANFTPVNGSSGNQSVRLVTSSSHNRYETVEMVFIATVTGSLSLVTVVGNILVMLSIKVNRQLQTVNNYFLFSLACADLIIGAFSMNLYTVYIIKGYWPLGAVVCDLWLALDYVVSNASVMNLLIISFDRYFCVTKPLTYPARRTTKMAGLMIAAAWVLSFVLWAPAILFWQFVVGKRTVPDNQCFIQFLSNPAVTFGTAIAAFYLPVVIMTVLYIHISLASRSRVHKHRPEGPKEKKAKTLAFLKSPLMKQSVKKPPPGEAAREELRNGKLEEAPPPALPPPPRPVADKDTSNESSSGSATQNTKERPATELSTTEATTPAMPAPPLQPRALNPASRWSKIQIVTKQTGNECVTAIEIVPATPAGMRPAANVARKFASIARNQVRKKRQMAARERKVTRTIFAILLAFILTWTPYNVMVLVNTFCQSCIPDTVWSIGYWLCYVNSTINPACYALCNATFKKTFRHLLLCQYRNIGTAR
# CHRM4 PAM: CHRM4 positive allosteric modulation; activation, % at 3 µM; AID 624126; 360,000 tested, 0.4% active; CHO-K1 hM4/Gqi5, Fluo-8 calcium fluorescence, ACh EC20; 0% = ACh EC20, 100% = maximal ACh;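 active = activation above its plate's cutoff, the mean activation of sample wells plus 3 SD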; note: some results filed as inactive read as strong as hits
# M5 PAM: positive allosteric modulators of human muscarinic M5 receptor. P08912. 360,000 tested, 0.3% active. activation, % at 3 µM. CHO-K1 hM5, Fluo-8 calcium, ACh EC20 PAM; 0% = ACh EC20, 100% = ACh EC100. AID 624038;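 active = activation above the run cutoff, the mean activation of all test compounds plus 3 SD, cut at about 18% in these data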
#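 Probe or stimulus: acetylcholine, EC20 level; Assay system: human M5 receptor in CHO-K1 cells; Schedule: compound preincubation 140 s before EC20 acetylcholine addition; Technique: intracellular calcium via Fluo-8 fluorescence; Dosing: single-point, 3 µM nominal; Read-out basis: percent activation from peak-over-basal fluorescence ratio, scaled EC20-to-EC100 acetylcholine; Repeats: one well per compound, no replicates.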
# CHRM4 agonist: CHRM4 agonism in calcium assay | AID 624127 | activation, % at 3 µM | CHO-K1 hM4/Gqi5, Fluo-8 calcium fluorescence; vehicle 0%, full acetylcholine response 100% | P08173 | 360,000 tested, 0.14% active;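 active = activation above the run mean over all test wells plus 3 SD, cut at about 32% in these data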;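 note: peak over basal fluorescence ratio per well then scaled between controls; 0% = DMSO wells and 100% = acetylcholine at EC100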
# M5 ag: CHRM5 agonism in calcium assay. CHO-K1 hM5 cells, Fluo-8 calcium fluorescence; 0% DMSO wells, 100% maximal acetylcholine response. 360,000 tested, 0.19% active. P08912. activation, % at 3 µM. AID 624037;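 active = activation above the run's mean over test compounds plus 3 SD, cut at about 23% in these data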;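 note: signal is peak over basal fluorescence ratio across the kinetic read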
# An asterisk follows results filed as active; nt = not tested or not shown.
item	SMILES	CRFBP-R2 block	CHRM5 antagonist	CHRM4 agonist	CHRM4 antagonist	M1 PAM	CRFBP-R2 agonist	M5 ag	M5 PAM	CHRM4 PAM
1	CC(C)Cn1c(CCC(N)=O)nnc1SC(C)C(=O)Nc1ccc2c(c1)OCO2 (stereo not drawn)	-0.1	10.2	0.2	-4.0	4.5	-0.7	2.3	5.3	8.9
2	CCOC(=O)[C@@H]1[C@H]2COc3ccc(Br)cc3[C@H]2N2C(=O)N(c3ccc(Cl)cc3)C(=O)[C@]12C	2.4	-3.0	2.7	-5.1	5.8	0.0	1.6	3.6	1.6
3	Cc1cccc(CSc2ncnc3ccccc23)c1	-6.1	9.1	-0.1	4.2	10.7	-0.8	0.6	1.8	2.4
4	Cc1sc(N/N=C/c2cccnc2)nc1-c1ccccc1	-64.2	3.0	3.6	2.2	-2.4	2.3	-6.3	-6.6	-2.1
5	O=C(Cc1ccccc1)N/N=C/c1cccnc1	8.5	17.8	0.0	12.7	2.2	-0.7	-0.5	-3.0	-1.0
6	CCOC(=O)C1=NN(C(C)=O)C2(CC(=O)N(c3cccc(C)c3)C2=O)C1 (stereo not drawn)	-2.5	-3.4	1.1	0.4	5.6	-1.7	-0.7	1.9	-2.1
7	CCC(=O)c1cn(CC(=O)Nc2ccccc2)c2ccccc12	3.5	4.4	1.0	8.7	4.3	-1.3	-0.9	-4.9	-0.8
8	CCOC(=O)N1CCN(Cc2ccccc2F)CC1	18.6	-0.5	-0.5	-6.1	-0.3	-1.5	-0.3	-1.8	7.3
9	Cc1ccc(N2CCN(CCc3nc4cc(NS(C)(=O)=O)ccc4n3C)CC2)cc1	-2.8	5.3	1.4	0.5	4.5	0.3	-5.7	-8.3	0.0
10	CC(=O)NS(=O)(=O)c1ccc(NC(=O)c2cc(-c3cccs3)nc3ccccc23)cc1	16.3	13.9	1.9	0.2	15.2	-1.3	0.6	0.0	21.9*
11	COC(=O)c1cc(S(=O)(=O)N2CCN(c3ccc(C(C)=O)cc3)CC2)c[nH]1	5.8	5.8	3.9	-6.0	4.2	-0.1	-0.6	-5.4	-2.6
12	Cc1ccc2c(c1)C(=O)c1ccccc1CS2=O (stereo not drawn)	-13.1	7.2	0.7	13.1	-3.5	-0.7	-1.5	-8.0	-6.8
13	CCOC(=O)C[C@@H]1OC[C@H](CO)N1S(=O)(=O)c1ccc(C)cc1	nt	-1.7	1.8	-5.2	nt	nt	1.8	1.2	16.2
14	NC(=O)c1nn(CC(=O)Nc2cccc(S(=O)(=O)N3CCCCCC3)c2)c(=O)c2ccccc12	-3.0	11.9	0.3	2.4	-0.6	0.4	-4.4	-0.3	-0.9
15	COc1ccc(C(C(=O)NC2CCCC2)N(C(=O)c2snc(-c3ccc(F)cc3)c2N)c2cccc(F)c2)cc1 (stereo not drawn)	1.5	-4.0	0.1	-7.4	7.4	3.4	-0.8	2.7	8.8
16	CCCN(Cc1ccccc1)C(=S)NC(=O)c1ccccc1[N+](=O)[O-]	15.2	12.2	0.7	-1.2	2.3	-5.2	-9.7	0.0	0.1
17	N/C(=N\OC(=O)CCN1C(=O)c2ccccc2C1=O)c1ccccn1	7.5	7.8	0.8	-6.6	11.2	0.9	-0.5	0.8	1.7
18	COc1cccc(C(O)c2nc(-c3cc4ccccc4o3)cs2)c1 (stereo not drawn)	nt	12.0	4.5	0.9	0.7	nt	4.5	-13.9	0.6
19	O=C(CSc1nnc(C2CC2)n1CC1CCCO1)Nc1cccc(Cl)c1 (stereo not drawn)	9.9	9.6	0.7	4.0	15.2	0.0	-1.3	2.3	0.8
20	COc1ccccc1NC(=O)NC(N)=O	5.8	-1.1	0.9	-16.3	5.9	0.5	0.9	0.2	20.9
21	Cc1cccc(N(Cc2cc3ccccc3[nH]c2=O)S(C)(=O)=O)c1	3.7	5.1	2.2	3.0	11.8	-0.3	0.1	5.6	3.0
22	COC(=O)c1c(N2C(=O)[C@H]3[C@@H](C2=O)[C@]2(C(=O)Nc4c2ccc(C)c4C)N2CCC[C@@H]32)sc(C)c1C	-92.8	8.8	1.2	6.4	5.1	-0.6	-1.0	-3.0	4.6
23	CCc1nnc(NC(=O)C(CC)c2ccccc2)s1 (stereo not drawn)	-118.4	1.0	-0.7	-8.6	7.8	1.4	-1.6	4.3	11.2
24	CCCCCOc1ccc(C(=O)NC(CCC)C(=O)O)cc1 (stereo not drawn)	-3.3	-2.6	-1.0	11.7	1.4	-1.5	-1.3	1.4	11.4
25	O=C1c2ccccc2C(=O)C1c1ccccn1	10.7	0.3	1.6	4.6	7.9	-0.5	-8.2	7.4	8.0
26	Cc1cc(C)c(C#N)c(OCC2CCCO2)n1 (stereo not drawn)	nt	-9.6	-0.7	-7.5	5.6	nt	-2.9	11.7	1.2
27	CCOC(=O)c1cn(CC)c2cc(N3CCSCC3)c(F)cc2c1=O	12.5	-3.0	1.3	-12.8	5.9	0.0	-7.3	-6.0	4.6
28	O=C(N/N=C/c1cc([N+](=O)[O-])c(N2CCOCC2)cc1N1CCOCC1)c1cccnc1	13.3	-1.1	0.1	9.6	-1.0	-2.3	-4.6	-7.3	-7.4
29	O=C(COc1nncc2ccccc12)NCCC1=CCCCC1	4.2	-2.3	0.3	1.8	7.2	-1.3	-5.5	3.2	2.2
30	O=C(C[C@@H]1CC[C@@H]2[C@H](COC[C@@H](O)CN2Cc2cc(F)ccc2F)O1)NCc1ccc(F)cc1	nt	9.3	10.8	2.5	nt	nt	3.4	-10.1	-6.1

# Fetched by compound from the list above (2):
item	SMILES	CRFBP-R2 block	CHRM5 antagonist	CHRM4 agonist	CHRM4 antagonist	M1 PAM	CRFBP-R2 agonist	M5 ag	M5 PAM	CHRM4 PAM
10	CC(=O)NS(=O)(=O)c1ccc(NC(=O)c2cc(-c3cccs3)nc3ccccc23)cc1	16.3	13.9	1.9	0.2	15.2	-1.3	0.6	0.0	21.9*
17	N/C(=N\OC(=O)CCN1C(=O)c2ccccc2C1=O)c1ccccn1	7.5	7.8	0.8	-6.6	11.2	0.9	-0.5	0.8	1.7

# The list goes on.
item	SMILES	CRFBP-R2 block	CHRM5 antagonist	CHRM4 agonist	CHRM4 antagonist	M1 PAM	CRFBP-R2 agonist	M5 ag	M5 PAM	CHRM4 PAM
31	CC1(C)NC(=O)N(CC(O)COc2ccccc2C(=O)Nc2ccccc2)C1=O (stereo not drawn)	5.2	12.3	11.2	1.9	-4.5	0.2	0.9	-13.8	-2.5
32	CC(=O)Nc1ccc(N2CCN(Cc3ccccc3)CC2)cc1	-3.0	16.2	0.6	-0.1	2.5	0.7	-3.4	-0.8	-0.8
33	Cc1cc(C)c(NC(=O)Cn2cnc3c(oc4ccccc43)c2=O)c(C)c1	-0.8	10.9	12.4	-10.6	1.9	1.0	0.7	-12.6	-6.0
34	COc1ccccc1/C=C/C(=O)OCC(=O)NCCC1=CCCCC1	0.7	-3.2	0.8	-13.1	0.9	1.2	-0.8	5.7	3.1
35	CCOC(=O)c1[nH]c(C)c(C(=O)NC(C)(C)C)c1C	15.4	-6.7	0.1	2.8	9.8	-0.9	2.7	4.1	4.7
36	O=C(NCc1ccco1)c1cc(Cl)nc(Cl)c1	-4.1	-6.1	1.7	6.2	15.1	-1.1	-2.8	2.0	4.9
37	CC(/C=C/c1ccc(N(C)C)cc1)=N\N=C1\NC(=O)CC(C(=O)Nc2ccccc2)S1 (stereo not drawn)	-1.4	2.7	5.4	-0.2	3.7	2.6	-1.5	-1.9	-1.8
38	O=C(CSc1ncnc2scc(-c3ccccc3)c12)NCc1ccc2c(c1)OCO2	11.7	13.6	3.5	2.1	-18.6	-0.6	-9.3	-10.4	-11.4
39	CCc1cc(=O)oc2cc(OC(C)C(=O)NCC(O)c3ccccc3)c(Cl)cc12 (stereo not drawn)	-6.3	21.6	2.8	7.8	3.9	1.8	-2.2	-7.5	-3.9
40	COc1cc(/C(C)=N/N2CCN(Cc3ccc(C)cc3)CC2)ccc1O	5.1	3.1	0.9	4.0	-4.0	0.8	-0.4	-5.4	0.4
41	Cc1cc(N2CCCC2=O)cc(C)c1S(=O)(=O)Nc1c(C)nn(C)c1C	-18.9	1.3	0.6	12.1	0.9	1.3	-3.4	-10.3	-13.6
42	Cc1cc(C(=O)NNS(=O)(=O)c2ccc(C(C)(C)C)cc2)nn1C(C)(C)C	-16.9	7.1	3.2	-8.2	-1.6	-0.6	-1.2	-6.4	-10.8
43	Cc1ccc(C2CC2C(=O)NNC(=S)Nc2ccc(Cl)cc2)cc1 (stereo not drawn)	13.6	2.4	1.7	3.6	1.8	-0.4	2.0	-5.1	-6.9
44	Cc1ccccc1N(CC(=O)NC1CCCCC1)C(=O)CNC(=O)c1cccs1	-11.6	-3.2	2.9	-12.4	9.1	-1.0	-1.7	1.3	1.0
45	O=C(c1ccccc1)c1ccc(OCC(O)CN2CCCCC2)cc1 (stereo not drawn)	-8.8	-1.2	1.5	13.5	-14.3	-0.9	-11.9	0.5	-13.4
46	Cc1ccc(C(=O)N/N=C/C2=Cc3ccccc3OC2C)cc1 (stereo not drawn)	10.1	2.2	-0.8	-9.0	4.5	-0.1	-2.3	-7.5	18.1
47	Cc1ccc(C(=O)CN2C(=O)NC3(CCCCCC3)C2=O)c(C)c1	1.7	-7.7	0.8	1.0	0.3	-1.7	-5.8	-0.9	-3.8
48	Cc1cccc(NC(=O)CSc2nc3[nH]ncc3c(=O)[nH]2)c1C	50.6*	-1.1	0.8	-1.6	7.8	3.0	-3.3	0.1	11.8
49	COCCCNC(=O)C1CC(=O)N(Cc2ccc(OC)cc2)C1 (stereo not drawn)	2.4	-9.0	1.2	-5.5	1.7	-0.7	2.6	7.4	5.7
50	COc1ccc(OC)c(C(=O)c2ccc(C(=O)N3CCN(Cc4csc(C)n4)CC3)cc2)c1	27.7	1.9	2.9	-1.2	-2.6	1.0	-0.4	-2.5	7.1
51	COc1ccc(C(=O)NC(=S)N2CCN(c3ccc([N+](=O)[O-])cc3)CC2)cc1	11.5	3.8	2.3	-6.0	-1.3	3.7	-0.9	-9.7	-7.4
52	CN(c1ccccc1)S(=O)(=O)c1ccc(C(=O)NCC2CCCO2)cc1 (stereo not drawn)	1.8	-9.2	0.7	0.1	-1.3	1.0	-4.9	10.8	2.8
53	CC(=O)NCCCC(=O)NN1C(=S)N(Cc2ccccc2)C(=O)C1CC(=O)Nc1cccc(C)c1 (stereo not drawn)	16.5	8.6	0.7	0.7	-0.4	2.0	0.1	-5.7	-0.3
54	CCCCNC(=O)C1CCCN1C(=O)Nc1ccccc1 (stereo not drawn)	-14.5	-1.9	0.1	-7.9	4.4	0.4	0.2	-1.3	1.1
55	O=C(N/N=C/c1ccc(F)cc1)c1cc(-c2ccccn2)nc2ccccc12	-15.1	0.1	0.2	6.5	3.8	0.0	0.8	2.0	-0.9
56	CCOC(=O)c1ccc(-c2cccc(-c3cc(=O)oc4cc(OC)cc(OC)c34)c2)cc1	-3.1	-8.5	0.8	-3.9	7.9	5.1	1.2	1.4	0.1
57	Cc1nc(-c2cccc(NC(=O)c3cccc(S(=O)(=O)N4CCCC4)c3)c2)cs1	8.8	-0.1	21.8	-14.8	-24.9	4.0	-3.8	-39.7	-16.5
58	COc1ccc(/C=N/NC(=O)c2nn(-c3ccccc3)c(=O)c3c(N)scc23)cc1	-17.5	4.8	1.4	9.1	1.2	-1.6	0.8	-1.7	-0.3
